Screening data from PubChem BioAssay.
GAA glycogen: alters human alpha-glucosidase cleavage of glycogen | recombinant GAA, glycogen substrate, Amplex Red glucose oxidase fluorescence | Potency, µM (titrated, usually from 76.4 µM), for the others: top-dose activity change, negative = inhibition, hits mostly inhibitors | 300,000 compounds, 0.38% hits;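 note: 0% = full enzyme reaction and -100% = no-enzyme basal signal; the screen sought inhibitors and activators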
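Recombinant human alpha-glucosidase (4 nM final) hydrolysed bovine liver glycogen (30 ug) for 40 min at 37 C in pH 5.0 citrate/phosphate with 0.01% Tween-20. Released glucose detected by glucose oxidase/Amplex Red, Ex 573/Em 610 nm. Compounds up to 77 uM; AC50 from Hill fits.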
IMPase Li cell: membrane-permeable IMPase blocker, potentiated with lithium; CHO-M1 cells, IP1 TR-FRET (IP-One), carbachol + lithium; Potency, µM (highest dose often 59.4 µM), inactives show top-dose activity, negative = IMPase inhibition, most hits filed as inhibitors; 210,000 compounds, 0.35% hits; AID 1457;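 note: IP1 builds up when IMPase is blocked and the TR-FRET signal falls; plate controls were basal vehicle for no effect and high inhibitor control for full effect; nearly all actives have a fitted effect of over 50% in size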
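Steps: plate 2000 CHO-M1 cells per well and culture 16–30 h; add compound and lithium; incubate 30 min, 37C; add d2-IP1 tracer and Eu cryptate anti-IP1 antibody in lysis buffer; read after 10 min at room temperature.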
GAA inhib: alpha-glucosidase (human) inhibition; purified human GAA, 4-MU-alpha-glucoside fluorescence; P10253; 200,000 compounds, 0.005% hits; Potency, µM (titrated, usually from 76.9 µM), for the others: at the highest dose activity change, negative = inhibition, actives largely listed as inhibitors;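 note: plate controls were uninhibited enzyme wells for no effect and no-enzyme background for full effect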
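Fluorogenic assay: 4 nM human alpha-glucosidase with 400 uM 4-methylumbelliferyl-alpha-D-pyranoside in 50 mM citrate/phosphate, 0.005% Tween-20, pH 5.0, 20 min at room temperature. Compounds tested up to 77 uM; AC50 from Hill fits.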
HTT cytoprotect: cytoprotection in Huntington HTT-Q103 PC12 cell model | PC12 HTT-Q103 induced, cytoprotection, ATP luminescence, 40 h | Potency, µM (series often up to 56.4 µM), inactives show cytoprotection (ATP increase), hits mostly activators | 230,000 compounds, 0.14% hits;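 note: % of control where 0% means no effect; nearly all actives have a fitted effect of over 45% in size; toxic huntingtin expression switched on by the ecdysone agonist tebufenozide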
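ATP quantification (ATPlite) reports survival of PC12 cells in which tebufenozide, 100 nM final, switches on Htt exon 1 with 103 glutamines linked to GFP; compounds are titrated.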
GAA spleen mod: inhibitors or activators of human alpha-glucosidase in spleen homogenate. P10253. human spleen homogenate, 4-MU-alpha-glucoside fluorescence. Potency, µM (series often up to 79.9 µM), without a hit: at the highest dose activity change, negative = inhibition, usual class: inhibitors. 240,000 compounds, 0.006% hits;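 note: 0% = enzyme with vehicle and -100% = no enzyme basal signal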
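Compounds were titrated against alpha-glucosidase in spleen homogenate at pH 5.0, with 1 mM 4-methylumbelliferyl substrate for 40 min at 37 C. Reactions were quenched with pH 10 NaOH/glycine and fluorescence measured.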
HttQ103 aggreg: inhibitors of mutant huntingtin aggregate formation in PC12 cells; PC12 HttQ103-GFP aggregates, Acumen cytometry, 40 h; Potency, µM (highest dose often 46.1 µM), for the others: top-dose activity change, negative = inhibition, most hits filed as inhibitors; 220,000 compounds, 1.1% hits; AID 1688; note: % is set by controls: 0 for no effect and ±100 for the full control effect; nearly all actives have a fitted effect of over 60% in size
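Quantitative HTS on tebufenozide-induced (100 nM) PC12 cells stably expressing polyQ103 Huntingtin exon 1–GFP. Reduction of bright GFP aggregates, detected by laser scanning cytometry after lysis, identified actives across the titration.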
RGS12 GoLoco inh: inhibitors of human Gai1-RGS12 GoLoco interaction (red fluorophore). P63096. Gai1:RGS12 GoLoco peptide FP, rhodamine, 10 min. Potency, µM (titrated, usually from 61.6 µM), inactives show at the highest dose activity, negative = inhibition, actives largely listed as inhibitors. 230,000 compounds, 0.44% hits; active = well fitted inhibition curve with a large enough effect, not every such curve was filed as active; inactive = no such curve, though single readings can be large or run the other way; note: % is set by controls: 0 for no effect and ±100 for the full control effect; nearly all actives have a fitted effect of over 30% in size; many of its hits are not listed in these tables
Target sequence (P63096 whole entry, looked up): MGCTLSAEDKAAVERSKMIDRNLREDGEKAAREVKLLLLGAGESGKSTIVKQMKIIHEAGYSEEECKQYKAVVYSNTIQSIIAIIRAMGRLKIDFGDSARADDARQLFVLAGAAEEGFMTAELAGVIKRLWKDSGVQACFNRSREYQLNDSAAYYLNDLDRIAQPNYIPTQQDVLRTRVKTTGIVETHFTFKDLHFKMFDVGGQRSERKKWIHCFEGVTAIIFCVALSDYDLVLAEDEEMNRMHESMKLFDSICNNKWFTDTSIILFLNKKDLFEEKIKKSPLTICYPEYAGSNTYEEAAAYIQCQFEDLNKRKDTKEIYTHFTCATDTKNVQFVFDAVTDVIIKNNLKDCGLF
* marks the source's active call; other numbers are inactive results; ? = inconclusive; · = not tested or not shown; & = joins results of further samples; [ ] = dose if it differs, or a comment. Unless noted, calls come from the whole dose curve; as a rule, active = well fitted curve in the direction sought with a large enough effect; inconclusive = small, poorly fitted or top-dose-only effect, or another doubt; inactive = no such curve, though single readings can be large; an effect the other way counts as inactive or inconclusive. Potency is the fitted concentration of half-maximal effect.

Start of the data: the first 4 records as a preview:
SMILES	GAA glycogen	IMPase Li cell	GAA inhib	HTT cytoprotect	GAA spleen mod	HttQ103 aggreg	RGS12 GoLoco inh
Cn1c(NC(=O)c2cccc(C(F)(F)F)c2)cc(=O)n(C)c1=O	7%	6%	?	15%[10 µM]	-11%	-25%	-7%
Cc1ccccc1-n1c(=O)c2ccccc2n(CC(=O)NCc2ccco2)c1=O	-8%	-10%	-1%	-43%[inhibitor]	3%	-16%	1%
CCOC(=O)C1CN(S(=O)(=O)c2cccc(C(F)(F)F)c2)c2cc(CC(=O)OC)ccc2O1 (stereo not drawn)	-7%	-2%[38.3 µM]	5%	13%	-4%	4%	-9%
C=CCn1c(C)c(C(C)=O)c(N2CCN(c3ccccc3)CC2)nc1=S	2%	2%[38.3 µM]	?	-21%	-19%	3%	7%

This part in full, repeating the preview:
SMILES	GAA glycogen	IMPase Li cell	GAA inhib	HTT cytoprotect	GAA spleen mod	HttQ103 aggreg	RGS12 GoLoco inh
Cn1c(NC(=O)c2cccc(C(F)(F)F)c2)cc(=O)n(C)c1=O	7%	6%	?	15%[10 µM]	-11%	-25%	-7%
Cc1ccccc1-n1c(=O)c2ccccc2n(CC(=O)NCc2ccco2)c1=O	-8%	-10%	-1%	-43%[inhibitor]	3%	-16%	1%
CCOC(=O)C1CN(S(=O)(=O)c2cccc(C(F)(F)F)c2)c2cc(CC(=O)OC)ccc2O1 (stereo not drawn)	-7%	-2%[38.3 µM]	5%	13%	-4%	4%	-9%
C=CCn1c(C)c(C(C)=O)c(N2CCN(c3ccccc3)CC2)nc1=S	2%	2%[38.3 µM]	?	-21%	-19%	3%	7%
CCCCN(CC(=O)NCCOC)C(=O)Cn1nnc2ccccc21	7%	-15%	3%	-4%	5%	5%	8%
O=C(CSCc1ccc(F)cc1)Nc1ccccc1C(=O)N1CCOCC1	10%	1%	1%	13%[10 µM]	-7%	-13%	3%
CCOC(=O)C(Sc1cc(C)nc(N)n1)C(C)=O (stereo not drawn)	?	29%[38.3 µM]	-1%	-1%	-17%	-5%	8%
Cc1ccc(N(CC(=O)Nc2ccccc2-c2ccccc2)S(=O)(=O)c2ccccc2)cc1	-15%	5%[38.3 µM]	2%	-20%	-5%	-16%	-5%
CCOC(=O)c1c(NC(=O)C2C3C=CC(CC3)C2C(=O)O)sc(C)c1C (stereo not drawn)	-9%	-7%	0%	19%[10 µM]	0%	1%	4%
CC(=O)CCS(=O)(=O)c1ccc(Oc2ccc(S(=O)(=O)CCC(C)=O)cc2)cc1	-2%	-4%	?	24%[10 µM]	-5%	?	8%
Cc1nn(C)cc1C(C(=O)NC1CCCCC1)N(C(=O)Cc1cccs1)c1ccc(C(C)C)cc1 (stereo not drawn)	6%	7%[38.3 µM]	-4%	-38%[inhibitor]	-11%	-14%	5%
Cc1ccc(C)c(Cn2c(C(=O)OC(C)C)cc3c2ccn3C)c1	4%	-5%[38.3 µM]	?	?	-6%	-10%	3%
Nc1ncn(C23CC4CC(CC(C4)C2)C3)n1	10%	29%[38.3 µM]	1%	-23%	-12%	-2%	0%
CC(=O)Nc1cc(C)c2nc(NC(C)=O)sc2c1	2%	·	·	-1%[10 µM]	2%	5%[9.22 µM]	-2%
COc1cc2c(C)nc3c(c(C)nn3-c3ccccc3)c2cc1OC	3%	11µM*	8%	-21%[10 µM]	-4%	-2%[9.22 µM]	6%
Cc1ccc(SC[C@H](c2ccccc2)N2CCN(CC(C)C)CCC2=O)cc1	-2%	·	·	2%[10 µM]	6%	15%[9.22 µM]	5%
CCS(=O)(=O)c1cc([N+](=O)[O-])c(Sc2ccccc2N)s1	-3%	·	-4%	10%[10 µM]	-1%	1%[9.22 µM]	-8%
N#Cc1cc(S(=O)(=O)c2ccc(Cl)cc2)c(N)[nH]c1=O	3%	2%	8%	-22%	-4%	6%[9.22 µM]	18%
O=C(N/N=C/c1cccnc1)c1ccc2c(c1)OCCO2	0%	-7%	0%	·	8%	8%	-2%
CC(=O)/C=C/n1c(=S)oc2ccccc21	-2%	3%	0%	-96%[inhibitor][10 µM]	-4%	7.1µM*	-2%
Nc1nc(SCC(=O)NCC2CCCO2)[nH]c(=O)c1NC(=O)c1ccco1 (stereo not drawn)	5%	-3%	·	2%[10 µM]	7%	17%[9.22 µM]	-2%
O=C(Nc1ccc(Cl)cc1)c1cc2nc(-c3ccco3)cc(C(F)(F)F)n2n1	-2%	27%[38.3 µM]	13%	-11%[10 µM]	-3%	-9%	8%
Cc1onc(-c2c(Cl)cccc2Cl)c1C(=O)N1C=CC(C(F)(F)F)=NCC1	4%	-1%	-9%	-13%[10 µM]	-4%	12%	-2%
Cn1c(CNc2nc3ccccc3n2CCN2CCCCC2)nc2ccccc21	-4%	-3%[38.3 µM]	6%	2%	0%	10%	-6%
CCOc1ccc(NC(=O)CC2C(=O)N(C)C(=S)N2Cc2ccco2)cc1 (stereo not drawn)	-9%	-2%	-5%	1%[10 µM]	0%	4%	3%
CC1=NN(C(=O)Cc2ccc([N+](=O)[O-])cc2)C(O)(c2cccnc2)C1 (stereo not drawn)	-2%	9%	1%	17%[10 µM]	-8%	-2%	7%
Cc1[nH]c2ccccc2c1/C=N/NC(=O)CNC(=O)c1ccccc1	9%	·	·	24%[10 µM]	-8%	6%[9.22 µM]	3%
CCOC(=O)c1[nH]c(C)c(CN(Cc2ccco2)C(=O)C(F)(F)F)c1C	0%	-2%[38.3 µM]	0%	-3%	-17%	1%	0%
Nc1ccc([N+](=O)[O-])c(N)c1	·	21%	·	?	0%	·	8%
Cc1cc(NC(=O)c2cc(C3CC3)on2)no1	-10%	-3%	·	-6%[10 µM]	4%	0%[9.22 µM]	3%
Cc1ccc(-c2nnc(SCC#CCOC(=O)c3ccco3)o2)cc1	-3%	32%[38.3 µM]	3%	-15%	-9%	4%	5%
CCN(CC)S(=O)(=O)c1ccc(C2=NOC3(C2)N(C)c2ccccc2C3(C)C)cc1 (stereo not drawn)	3%	7%	2%	·	0%	0%	4%
CNS(=O)(=O)c1cccc(C(=O)OCC(=O)N2c3ccccc3CC2C)c1 (stereo not drawn)	-6%	-6%[38.3 µM]	0%	8%	0%	6%[9.22 µM]	-3%
N[C@H](C(=O)O)c1ccc(O)c(C(=O)O)c1	·	-8%&0%	·	-25%&-16%	1%&-2%	·	6%&1%
CCOc1ccccc1NC(=O)C1Cc2ccccc2CN1S(C)(=O)=O (stereo not drawn)	-6%	-1%[38.3 µM]	3%	-12%	0%	8%	1%
COc1cccc(C(=O)N2CCC(O)(c3cccnc3)CC2)c1	-11%	2%	3%	12%[10 µM]	-3%	20%[9.22 µM]	-3%
CCCCNC(=O)c1ccc(NC(C)=O)c(Cl)c1	20%	-1%	2%	5%	8%	1%	13%
CCOC(=O)C(=Cc1ccc(-c2ccsc2C(=O)OC)o1)C(=O)OCC	?	2%[38.3 µM]	-11%	-2%	-8%	-4%	6%
O=S(=O)(NC1=NCCCCCC1)c1cccs1	8%	-2%[38.3 µM]	-3%	-9%[4.97 µM]	-13%	0%	-13%
COc1ccccc1NC(=O)COC(=O)c1cnc(C)cn1	2%	-5%	2%	-2%	1%	-1%[9.22 µM]	-14%
CCCCC/C=C\C/C=C\C/C=C\C/C=C\CCCCCC(=O)NCCCC(=O)O	·	4%	·	17%	-8%	·	0%
O=C(/C=C/c1ccc(Cl)cc1Cl)NCCSCc1ccccc1	5%	7%	-4%	2%[10 µM]	-10%	-9%	18%
O=C(Nc1ccc(-n2cnnn2)cc1)c1cn2ccccc2n1	3%	·	-13%	-7%[10 µM]	4%	14%[9.22 µM]	4%
CN(C)c1ncccc1-c1nc2ccccc2s1	2%	-1%	13%	-48%[inhibitor]	-16%	10%	-1%
CC(=O)N(c1ccccc1)C(C)c1nc(C#N)c(C#N)nc1C (stereo not drawn)	6%	-2%	-3%	·	-16%	-11%	60%[activator]
CCN(CC)C(=O)Cn1cc(C(=O)C(=O)NCC2COc3ccccc3O2)c2ccccc21 (stereo not drawn)	4%	-8%	-10%	-70%	7%	-20%	15%
COc1ccccc1NC(=O)COc1ccc(Br)cc1CNCCCN1CCOCC1	-3%	24%	4%	-36%	-1%	19%	8%
O=C(Nc1ccc(N2CCOCC2)c(Cl)c1)C1CCCCC1	1%	35%[38.3 µM]	-7%	-13%	4%	-5%	0%
COc1ccc(-c2csc3nc(C)nc(N4CCN(c5ccc(C(C)=O)cc5)CC4)c23)cc1OC	-25%	11%	-5%	-12%	-6%	?	0%
CCCC(NS(=O)(=O)c1ccc(C)cc1)C(=O)O (stereo not drawn)	-2%	-9%[38.3 µM]	-11%	18%	2%	-8%	-3%

Remaining list, next part
SMILES	GAA glycogen	IMPase Li cell	GAA inhib	HTT cytoprotect	GAA spleen mod	HttQ103 aggreg	RGS12 GoLoco inh
O=C1c2cccc3cccc(c23)C(=O)N1CCCN(C(=O)c1cccs1)c1cccc(F)c1	12%	-2%	-1%	-3%[10 µM]	-10%	6%	-7%
CCN(CC)S(=O)(=O)c1ccc(N(C)CCc2ccc(OC)c(OC)c2)nc1	-7%	6%	-10%	·	1%	-4%	4%
O=C(NC1CCCCCC1)c1ccc(S(=O)(=O)NCc2ccco2)cc1	6%	45%[activator][38.3 µM]	0%	-6%	7%	-5%	9%
O=C(/C=C/c1ccccc1)CC(=O)c1ccccc1O	-8%	5%	·	17%[10 µM]	-5%	9%[9.22 µM]	4%
CCC(C)/C(C)=N/Nc1ccc(S(N)(=O)=O)cc1[N+](=O)[O-] (stereo not drawn)	-29%	11%	2%	-17%	1%	-6%	0%
Cc1nc2scc(-c3ccccc3)c2c(=O)n1N=C1C=CC(=O)C=C1	15%	-3%	-3%	36%[10 µM]	-13%	18%[9.22 µM]	12%
COc1cc(OC)cc(C(=O)Nc2nnc(-c3cccnc3)o2)c1	5%	-2%	?	-88%[inhibitor]	·	-19%	3%
CCN=C1SC(C(=O)NCCc2ccccc2)CC(=O)N1CC (stereo not drawn)	-5%	-9%[38.3 µM]	1%	-3%	-1%	20%	31%[activator]
COc1cc(NC(=O)CN2C(=O)NC(C)(CC(C)C)C2=O)cc(OC)c1 (stereo not drawn)	6%	-7%[38.3 µM]	-3%	-9%[10 µM]	2%	5%	-13%
CCSC1=NCCN1S(=O)(=O)c1ccc(NC(C)=O)cc1	-22%	4%	?	5%	1%	-17%	1%
O=C1[C@@H]2C(c3cccnc3)=NO[C@@H]2C(=O)N1c1ccc2ccccc2c1	-8%	·	-7%[15.4 µM]	8%[10 µM]	0%	0%[9.22 µM]	-45%

This is a subset, so the mix of outcomes need not match the whole.
